High-throughput results (PubChem)
N370S GC mod – N370S glucocerebrosidase modulation, Gaucher chaperone candidate; AID 2101; 0.092% of 330,000 active; P04062; Potency, µM (doses to about 59.4 µM), inactives show at the top dose activity change, negative = inhibition, most hits filed as inhibitors; N370S GC spleen homogenate, 4MU-glucoside fluorescence;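 note: 0% = full enzyme activity and -100% = no enzyme basal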
FEN1 inh – blocks human flap endonuclease 1; P39748; Recombinant FEN1 flap cleavage, fluorescence, 15 min; Potency, µM (highest dose often 114 µM), for inactives: at the highest dose activity change, negative = inhibition, usual class: inhibitors; 0.35% of 390,000 active; note: nearly all actives have a fitted effect of over 65% in size
Target sequence (P39748 whole entry, looked up): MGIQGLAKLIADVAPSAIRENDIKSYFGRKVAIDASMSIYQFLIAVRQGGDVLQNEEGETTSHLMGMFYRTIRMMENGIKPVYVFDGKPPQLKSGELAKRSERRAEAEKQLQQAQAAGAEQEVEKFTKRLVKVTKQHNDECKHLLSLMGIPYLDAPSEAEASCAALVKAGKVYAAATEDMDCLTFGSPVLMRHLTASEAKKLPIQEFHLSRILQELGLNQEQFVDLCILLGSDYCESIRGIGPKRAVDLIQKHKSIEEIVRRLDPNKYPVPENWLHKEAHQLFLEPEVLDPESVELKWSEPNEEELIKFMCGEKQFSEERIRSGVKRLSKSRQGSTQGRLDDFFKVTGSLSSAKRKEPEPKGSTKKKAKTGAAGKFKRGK
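In this screen, 50 nM flap DNA substrate was added to 10 nM FEN1 pretreated with compound for 15 min at room temperature; cleavage was followed with reads at 0 and 15 min, and Hill fitting gave concentration–response parameters.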
GCN5L2 inh – blocks human GCN5L2 histone acetyltransferase; 0.21% of 390,000 active; GCN5L2 HAT assay, ThioGlo1 CoA-SH fluorescence; Potency, µM (top dose mostly 58.9 µM), for inactives: at the highest dose activity change, negative = inhibition, usual class: inhibitors
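Preincubate 20nM GCN5L2 with compound 15 min, RT → add 50uM ThioGlo1 + 75uM H3(1-25) + 70uM acetyl-CoA → read fluorescence 0 and 20 min. Primary qHTS; fluorescent artifacts likely.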
Active calls of the source: *; ? = inconclusive; nt = not tested or not shown; & = joins results of further samples; [ ] = remark or other dose. Calls come from the whole dose curve; as a rule, active = well fitted curve in the direction sought with a large enough effect; inconclusive = small, poorly fitted or top-dose-only effect, or another doubt; inactive = no such curve, though single readings can be large; an effect the other way counts as inactive or inconclusive. Unless noted, % is set by controls: 0 for no effect and ±100 for the full control effect; potency is the fitted concentration of half-maximal effect.

SMILES	N370S GC mod	FEN1 inh	GCN5L2 inh
C=CCN(C(=O)c1csnn1)C(C(=O)NCc1ccccc1)c1ccccc1F (stereo not given)	-1%	-3%	1%
COc1ccc(Nc2cc(C(=O)NC3CCC(C)CC3)c3ccccc3n2)cc1OC (stereo not given)	nt	-19%	1%
Cc1cc(C)cc(NC(=O)C(c2ccccc2)N2CCN(CC(=O)NC3CC3)CC2)c1 (stereo not given)	nt	6%	-4%
Brc1ccc(CN2CCSCC2)cc1	4%	6%	0%
COc1ccc(OC)c(CNC(=O)c2cc3cc4ccc(OC)cc4nc3o2)c1	nt	10%	-4%
COc1ccc(CCNc2oc(COc3ccccc3Cl)nc2C#N)cc1OC	13%	-22%	-10%
Cc1nn(Cc2ccccc2Cl)c2sc(C(=O)Nc3nccs3)cc12	4%	0%	0%
COCc1cc(=O)[nH]c(N2CCN(C(=O)c3ccco3)CC2)n1	3%	-6%	-1%
COC(=O)CSc1nnc(CNC(=O)c2ccc(OC)cc2OC)n1C	0%	9%	-3%
CCC1=[N+](CC(=O)c2ccc(C)cc2)CCn2c(C)ccc21	-5%	-3%	13%
CCN(C(=O)CCN1C(=O)/C(=C/c2ccccc2)SC1=S)C1CCS(=O)(=O)C1 (stereo not given)	?	14%	-24%
O=C(NCCC(=O)N(CCc1ccccc1)Cc1ccccc1)c1ccc(Br)cc1	6%	-13%	-6%
Cc1ccc(CNc2ncnc3c2cnn3-c2ccccc2)cc1	-17%	-1%	2%
CC(C)Cn1c2c(c(O)c(C(=O)Nc3ccc(F)cc3)c1=O)CCCC2	2%	-1%	2%
Cc1ccc(OCC(O)Cn2nc(C)cc2C)cc1 (stereo not given)	-11%	0%	-1%
C=CC(=O)c1ccc2ccccc2c1	15%&7%	nt	-23%
O=C(O)C1C2CCC(C2)C1C(=O)NCCc1cccc(Cl)c1 (stereo not given)	-2%	9%	3%
NC(=O)C1CCN(CC(=O)Nc2nc(-c3ccccc3)cs2)CC1	0%	19%	-6%
CC(C)c1ccc(-c2nn[nH]n2)cc1	0%	6%	1%
CN(Cc1nccs1)C(=O)C1CCC(=O)N(Cc2ccccc2F)C1 (stereo not given)	-2%	11%	-7%
O=C(NCc1ccc2c(c1)OCO2)c1cc(S(=O)(=O)N2CCCCC2)ccc1F	-7%	8%	-3%
CC1CCC(NC(=O)c2nn(C)c3c2CSc2ccccc2-3)CC1 (stereo not given)	-8%	-20%	?
COCCN(CCOC)S(=O)(=O)c1ccc(Cl)nc1	1%	-2%	1%
Brc1ccc(-c2nnc(-c3cccc(Br)c3)o2)cc1	?	7%	2%
Cc1ccc(CCNC(=O)c2cccc(Nc3nc4ccccc4nc3-n3nc(C)cc3C)c2)cc1	nt	-9%	-6%

For convenience, some entries already given:
SMILES	N370S GC mod	FEN1 inh	GCN5L2 inh
Brc1ccc(-c2nnc(-c3cccc(Br)c3)o2)cc1	?	7%	2%
Cc1ccc(CCNC(=O)c2cccc(Nc3nc4ccccc4nc3-n3nc(C)cc3C)c2)cc1	nt	-9%	-6%

The main list resumes, starting two compounds before the break.
SMILES	N370S GC mod	FEN1 inh	GCN5L2 inh
Brc1ccc(-c2nnc(-c3cccc(Br)c3)o2)cc1	?	7%	2%
Cc1ccc(CCNC(=O)c2cccc(Nc3nc4ccccc4nc3-n3nc(C)cc3C)c2)cc1	nt	-9%	-6%
O=C(Cc1ccc(F)cc1)Nc1ccc2[nH]ncc2c1	0%	10%	-1%
CCOc1cc(C(=O)O/N=C(\N)c2ccccn2)cc(OCC)c1OCC	-8%	2%	-19%
Cn1c(=O)oc2cc(S(=O)(=O)N3CCC(C(=O)N4CC=C(c5ccccc5)CC4)CC3)ccc21	-6%	12%	-5%
CN1C2C=C3C(C#N)=C(N)C(C#N)(C#N)[C@@H](c4ccc(Cl)cc4)[C@@H]3C1CC2 (stereo not given in full)	-15%	-10%	-7%
Cc1ccc2c(n1)CC(C)(C)C/C2=N\O	4%	-6%	-6%
COc1cccc(NC(=O)N(Cc2c[nH]c3ccccc23)C2CCCCC2)c1	nt	-23%	-9%
Cc1cc(=O)oc2cc(OCc3ccc(S(=O)(=O)N4CCOCC4)cc3)ccc12	2%	1%	0%
COc1cccc(C2=NOC(C(=O)NCCCn3ccnc3)C2)c1 (stereo not given)	5%	-6%	-1%
CC(C)(C)c1cc(NC(=O)CSc2nnc(NCc3ccccc3)s2)n(-c2ccccc2)n1	14%	-15%	-8%
CCOC(=O)[C@H]1[C@H]2COc3ccc(OC)cc3[C@@H]2N2C(=O)CN(CC3CCCO3)C(=O)[C@@]12C (stereo not given in full)	nt	-6%	-2%
O=C(NC1CCCCC1)C(c1ccc(F)cc1)N(C(=O)c1cccs1)c1ccc2c(c1)OCO2 (stereo not given)	0%	6%	-16%
Oc1c(CN2CCN(c3ccccn3)CC2)cc(Cl)c2cccnc12	-16%	-10%	-10%
CC(C)C(NC(=O)/C(=C/c1ccco1)NC(=O)c1ccc(Br)o1)C(=O)O (stereo not given)	-7%	9%	6%
COc1ccc(-n2c(=S)[nH]c3cc(C(=O)NCc4ccco4)ccc3c2=O)c(OC)c1	nt	2%	-3%
Cc1ccc(NS(=O)(=O)c2c(C)nc3sccn3c2=O)c(C)c1	-6%	-10%	-2%
CN(c1nc(-c2ccccc2)cs1)C1CCS(=O)(=O)C1 (stereo not given)	2%	2%	0%
FC(F)(F)c1nc2ccccc2n2c(-c3c(Cl)cccc3Cl)nnc12	5%	2%	-17%
CCCCN(C)CCNC(=O)c1c(C)oc2ncnc(N3CCOCC3)c12	nt	-1%	-4%
O=C(O)CCCCCNC(=O)Nc1ccc2c(c1)OCCO2	1%	-10%	-8%
COc1ccc(-n2nnnc2C2CCN(S(=O)(=O)c3ccc(C(C)(C)C)cc3)CC2)cc1	nt	0%	3%
Cc1onc(-c2ccccc2Cl)c1C(=O)Nc1nnc(-c2ccc(F)cc2)s1	-3%	-20%	-4%
Cc1cc(Nc2cccc([N+](=O)[O-])c2)n2c(nc3ccccc32)c1C#N	-4%	-8%	-2%
Cc1ccc2nc(NC(=O)c3ccc(Br)o3)sc2c1	-7%	2%	-7%
OCC[C@H]1C[C@H](O)[C@@H](O)[C@]2(Cc3ccccc3O2)O1	-5%	12%	-23%
CC(=O)N1CCN(S(=O)(=O)c2cccc(C(=O)Nc3nc4c(s3)CCCC4)c2)CC1	0%	8%	-11%

Brought forward from above: five entries; new compounds follow.
SMILES	N370S GC mod	FEN1 inh	GCN5L2 inh
Cc1onc(-c2ccccc2Cl)c1C(=O)Nc1nnc(-c2ccc(F)cc2)s1	-3%	-20%	-4%
Cc1cc(Nc2cccc([N+](=O)[O-])c2)n2c(nc3ccccc32)c1C#N	-4%	-8%	-2%
Cc1ccc2nc(NC(=O)c3ccc(Br)o3)sc2c1	-7%	2%	-7%
OCC[C@H]1C[C@H](O)[C@@H](O)[C@]2(Cc3ccccc3O2)O1	-5%	12%	-23%
CC(=O)N1CCN(S(=O)(=O)c2cccc(C(=O)Nc3nc4c(s3)CCCC4)c2)CC1	0%	8%	-11%
CCCCc1ncc(CN2CCC(n3nccc3NC(=O)c3ccccc3Cl)CC2)[nH]1	2%	1%	-4%
O=C(NC1CCN(C(=S)Nc2ccc(Cl)cc2)CC1)C1CCCCC1	-5%	-3%	-2%
CCOc1ccccc1CNC(=O)c1ccc(CS(=O)Cc2cccc(Cl)c2)o1 (stereo not given)	nt	-1%	2%
CCc1ccc(-n2nc3cc(C)c(NC(=O)c4cccc5ccccc45)cc3n2)cc1	nt	19%	3%
Cc1ccccc1NC(=S)N/N=C1\CC(C)(C)Oc2ccc(O)cc21	-5%	0%	-20%
CCOc1ccc(NC(=O)c2cccc(-n3cnnn3)c2)cc1	5%	-3%	-3%
Cc1ccc2c(c1)C1(OCCCO1)C(=O)N2	2%	-7%	-5%
O=[N+]([O-])c1ccc(-c2nc(-c3ccncc3)no2)cc1	-8%	2%	-6%
CNC(=O)NC(=O)C(NC1CCCc2ccccc21)c1ccccc1 (stereo not given)	1%	2%	-10%
O=C(c1cc(F)c(F)cc1Cl)N1CCN(c2ncccn2)CC1	3%	-11%	-3%
COc1cc(/C=N/NC(=O)c2ccc3nc[nH]c3c2)ccc1O	-24%	-17%	-1%
COc1ccc(OC)c(C(=O)c2ccc(C(=O)Nc3ccccc3)cc2)c1	-3%	0%	-7%
COc1ccccc1NC(=O)/C(=C\c1cccnc1)NC(=O)c1ccccc1	-17%	3%	-3%
CC(Oc1ccc(Cl)cc1)C(=O)Nc1ccccc1N1CCOCC1 (stereo not given)	nt	9%	-1%
O=C(O)c1sc2cccc(Cl)c2c1Cl	8%	-3%	1%
Cc1cnc(CNc2ncncc2-c2ccc3c(c2)OCO3)cn1	-3%	nt	-1%
COc1cc(NC(=O)c2cccc(Cl)c2)c(OC)cc1NC(=O)CN1CCOCC1	-12%	4%	-4%
CC(=O)c1cc(-c2ccccc2)n(CCC(=O)NCCc2ccccc2)c1C	nt	8%	0%
COc1ccc(-c2noc(CCC(=O)NC3CCCC3)n2)cc1	4%	13%	-13%
CCN(CC)S(=O)(=O)c1cccc(-c2nnc(SCC(=O)NC3CCCC3)n2N)c1	1%	1%	0%
CC(=O)c1ccc(NC(=O)CSc2n[nH]c(-c3cccnc3)n2)cc1	-2%	-15%	2%
CNC(=O)c1cc2c(-c3ccccc3)nn(C)c2s1	0%	-4%	4%
Cn1cccc1/C=N/NC(=O)c1cc(-c2cccs2)nc2ccccc12	?	-11%	-16%
COc1ccc(C(C[N+](=O)[O-])n2nc(C)cc2C)cc1 (stereo not given)	-9%	7%	-5%
COC(=O)c1cc(NC(=O)c2sc3ccccc3c2Cl)cc(C(=O)OC)c1	nt	-2%	-3%

Compound profiles (already shown):
COC(=O)c1cc(NC(=O)c2sc3ccccc3c2Cl)cc(C(=O)OC)c1 is entered as N370S GC mod: nt; FEN1 inh: -2%; GCN5L2 inh: -3%
CCCCc1ncc(CN2CCC(n3nccc3NC(=O)c3ccccc3Cl)CC2)[nH]1 is entered as N370S GC mod: 2%; FEN1 inh: 1%; GCN5L2 inh: -4%

Other results.
SMILES	N370S GC mod	FEN1 inh	GCN5L2 inh
COc1ccc(N2CCN(Cc3cc(OC)c(O)c([N+](=O)[O-])c3)CC2)cc1	-7%	1%	-4%
O=[N+]([O-])c1cccnc1N1CCCCC1	-1%	-16%	-8%
Cc1ccccc1NC(=S)NC(NC(=O)COc1ccccc1)C(Cl)(Cl)Cl (stereo not given)	-2%	-6%	-4%
CCCOC(=O)c1ccc(NC(=O)Cc2csc(C)n2)cc1	nt	11%	-10%
Cc1ccc(S(=O)(=O)c2c(COC(=O)c3cccc(Cl)c3)c(-c3ccccc3)nn2C)cc1	2%	14%	0%
O=C(c1cc2c(s1)CCCCC2)N1CCN(c2ncccn2)CC1	27%	-6%	0%
COc1ccc(NC(=O)COC(=O)CC2CCCCC2)cc1	nt	-6%	-4%
CCCCN1CC(=O)N2[C@H]3c4ccc(OC)cc4OC[C@@H]3[C@H](C(=O)OCC)[C@]2(C)C1=O	nt	-6%	-4%
CCOc1cc(/C=C(\C#N)c2nc3ccccc3[nH]2)ccc1OC(C)C(=O)O (stereo not given)	-2%	-1%	-26%
CCc1ccc2[nH]c3nc(N/N=C/c4ccc(O)cc4O)nnc3c2c1	-6%	-18%	-13%
COc1ccc(OC)c(NC(=O)CSc2ccc(-c3cccs3)nn2)c1	nt	12%	-13%
COc1ccc(C2=NN(C(=O)c3cccs3)C(c3ccccc3O)C2)cc1 (stereo not given)	?	1%	0%
O=C1CCC(C(=O)N2CCCC(C(=O)c3ccc4c5c(cccc35)CC4)C2)=NN1 (stereo not given)	7%	-7%	15%
COc1ccc(-c2noc(CSc3nnc(-c4ccncc4)n3-c3ccc(C)c(C)c3)n2)cc1	nt	2%	-7%
N#Cc1c(N)nc(SCC(=O)OCc2ccccc2)c(C#N)c1-c1ccco1	7%	-18%	-5%
Cc1ccc(SCCN2CCC(O)CCC2=O)cc1 (stereo not given)	-4%	0%&9%	-2%
CC(Nc1ncnc2ccccc12)c1ccccc1 (stereo not given)	-6%	3%	-12%
Cc1ccc(N2CC(c3nc4ccccc4n3C)CC2=O)cc1 (stereo not given)	3%	0%	-2%
C/C(=C1\SC(N2CCOCC2)=NC1=O)c1ccccc1	6%	6%	-15%
COc1cc(CC(=O)Nc2ccccc2N2CCCCC2)cc(OC)c1OC	0%	-10%	-4%
COc1ccc(CNC(=O)COC(=O)c2ccc(S(=O)(=O)NCc3ccco3)cc2)cc1	nt	6%	-6%
CCCN1Cc2cccc(C(=O)Nc3cc(C)cc(C)c3)c2C1=O	nt	-6%	1%
O=C(Nc1cc2c3c(c1)CC(=O)N3CCC2)c1cccc(F)c1	1%	6%	-4%
Fc1nc(F)c(F)c(NCCCNc2c(F)c(F)nc(F)c2F)c1F	-15%	-17%	-11%
O=c1[nH]c(C2CCN(S(=O)(=O)c3ccc4c(c3)OCCO4)CC2)nc2c1nnn2Cc1c(F)cccc1Cl	-7%	37%[activator]	-7%
CCOC(=O)C1CCCN(CCC(=O)Nc2cc(OC)ccc2OC)C1 (stereo not given)	2%	4%	1%
COc1ccc(C(=O)COC(=O)CCn2nnc(-c3cccs3)n2)cc1	5%	-3%	-6%
Cc1cc(C(=O)Nc2ccccn2)no1	26%	3%	3%

An excerpt; rates above refer to the full screens.
